From PubChem
mIAP activ: activators of mouse IAP, primary screen, biochemical, luminescence, uHTS; intestinal alkaline phosphatase [Mus musculus]; muIAP, CDP-Star luminescence, 30 min; active compounds read high; 1 = vehicle-only enzyme signal, 0 = enzyme-free wells; activation factor at 10 µM; hit rate 0.24% among 330,000; AID 2805, 2010;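 active = activation factor of at least 2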; also: the source names both 10 and 20 µM as test concentration; values of inactives mirror those of a sister screen read the other way
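System: mouse IAP enzyme. Reagent: CDP-Star chemiluminescent phosphatase substrate. Benchmarks: DMSO wells, no-enzyme wells. Times: 30 min enzyme-substrate-compound incubation at room temperature. Detection: luminescence from enzymatic CDP-Star hydrolysis. Doses: test compounds delivered from DMSO solution.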
mIAP block: inhibitors of mouse IAP, primary screen, biochemical, luminescence, uHTS; intestinal alkaline phosphatase [Mus musculus]; purified mouse IAP, CDP-Star luminescence, 30 min; inhibition, % at 10 µM; hit rate 0.2% among 330,000;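 active = inhibition of at least 40% at 10 µM in the primary screen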;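 also: plate controls were DMSO with enzyme for no effect and no enzyme wells for full effect; values of inactives mirror those of a sister screen read the other way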
GRIN3A LBD mod: binders of NR3A ligand-binding domain, primary screen, biophysical, differential scanning fluorimetry, uHTS; Glutamate receptor ionotropic, NMDA 3A (GRIN3A) ligand-binding domain; NR3A LBD differential scanning fluorimetry, Tm shift; 0% = protein alone, 100% = glycine-bound protein; hit rate 2.5% among 340,000; Tm shift relative to glycine control, % at 25 µM; AID 1259313, 2017;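 active = melting temperature shift of at least 10% of the positive control shift, at one fixed dose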
MPTP inh: mitochondrial permeability transition pore inhibitors, primary screen, biochemical, isolated mouse mitochondria, absorbance; Ca2+ swelling absorbance, 30 min; inhibition, % at 10 µM; hit rate 1.4% among 360,000; AID 602449, 2012;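 active = inhibition of 50% or more, scaled per plate between neutral and stimulator controls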;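 also: 0% = DMSO wells given calcium and 100% = 1 mM EGTA wells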
hIAP inh: human IAP inhibitors, primary screen, biochemical, luminescence, uHTS; Intestinal-type alkaline phosphatase (Homo sapiens), P09923; purified IAP, CDP-Star luminescence, 30 min; inhibition, % at 10 µM; hit rate 0.12% among 330,000; AID 2544, 2010;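 active = inhibition reaching a set limit with compound at 10 µM in the primary screen, cut at about 35% in these data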;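 also: plate controls were DMSO wells with enzyme for no effect and no-enzyme buffer wells for full effect; values of inactives mirror those of a sister screen read the other way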
Target sequence (P09923 whole entry, looked up): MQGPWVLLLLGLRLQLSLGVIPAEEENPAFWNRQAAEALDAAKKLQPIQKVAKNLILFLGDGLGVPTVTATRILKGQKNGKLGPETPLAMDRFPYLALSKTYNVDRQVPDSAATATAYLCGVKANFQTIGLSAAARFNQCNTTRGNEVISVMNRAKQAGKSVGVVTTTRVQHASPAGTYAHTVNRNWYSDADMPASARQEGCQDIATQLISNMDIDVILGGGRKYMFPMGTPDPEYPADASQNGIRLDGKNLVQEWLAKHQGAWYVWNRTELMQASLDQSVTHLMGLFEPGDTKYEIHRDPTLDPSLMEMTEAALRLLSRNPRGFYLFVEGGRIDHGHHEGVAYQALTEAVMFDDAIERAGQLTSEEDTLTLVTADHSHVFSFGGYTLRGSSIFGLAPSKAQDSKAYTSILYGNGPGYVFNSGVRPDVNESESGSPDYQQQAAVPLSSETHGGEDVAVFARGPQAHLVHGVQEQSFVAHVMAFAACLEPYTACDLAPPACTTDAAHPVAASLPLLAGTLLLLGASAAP
APOBEC3G inh: APOBEC3G DNA deaminase inhibitors, primary screen, biochemical, fluorescence, single-stranded DNA substrate, uHTS; recombinant A3G, ssDNA deamination FAM/TAMRA fluorescence; hit rate 0.28% among 330,000; DNA dC->dU-editing enzyme APOBEC-3G (Homo sapiens), Q9HC16; inhibition, % at 20 µM;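 active = inhibition of at least 40% at 20 µM, with no more than 30% in the related APOBEC3A deaminase screen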;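 also: plate controls were DMSO wells with A3G for no effect and wells lacking A3G enzyme for full effect; some compounds called inactive have numbers as strong as hits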
hIAP activ: human IAP activators, primary screen, biochemical, luminescence, uHTS; activation factor at 10 µM; hit rate 0.16% among 330,000; purified human IAP, CDP-Star luminescence, 30 min; active compounds read high; 1 = vehicle-only enzyme, 0 = enzyme-free background; Intestinal-type alkaline phosphatase (Homo sapiens), P09923;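 active = activation factor of the enzyme at least 2-fold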; also: the source names both 10 and 20 µM as test concentration; values of inactives mirror those of a sister screen read the other way
MIN6 prolif: inducers of MIN6 beta-cell proliferation, primary screen, ATP luminescence, uHTS. AID 2380, 2010. MIN6 cells proliferation, ATPlite luminescence, 48 h; cells starved in 0.2% serum; 100% = growth in 10% serum. proliferation, % at 10 µM. hit rate 0.29% among 330,000;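 active = compounds whose signal lies at least 3.5 SD above the mean of all wells on their plate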;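 also: 0% = DMSO-treated cells in low-serum medium and 100% = 10% serum control; some compounds called inactive have numbers as strong as hits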
A3A deaminase: APOBEC3A ssDNA deaminase inhibitors, primary screen, selectivity assay for APOBEC3G inhibitor project, biochemical, FAM/TAMRA oligo cleavage fluorescence; hit rate 0.41% among 330,000; DNA dC->dU-editing enzyme APOBEC-3A (Homo sapiens), P31941; inhibition, % at 20 µM; recombinant A3A, FAM/TAMRA ssDNA deamination fluorescence;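 active = at least 40% inhibition at 20 µM here, with at most 30% in a related deaminase screen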;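 also: plate controls were A3A with DMSO for no effect and wells lacking A3A enzyme for full effect; some results filed as inactive read as strong as hits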
Target sequence (P31941 whole entry, looked up): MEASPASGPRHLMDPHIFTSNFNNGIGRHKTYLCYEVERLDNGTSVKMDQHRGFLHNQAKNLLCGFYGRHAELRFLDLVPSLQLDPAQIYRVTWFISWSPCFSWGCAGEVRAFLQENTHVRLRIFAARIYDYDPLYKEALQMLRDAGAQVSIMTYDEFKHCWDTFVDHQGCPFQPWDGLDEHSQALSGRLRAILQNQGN
* = called active by the depositor.

Sample of the layout, 2 compounds:
structure	mIAP activ	mIAP block	GRIN3A LBD mod	MPTP inh	hIAP inh	APOBEC3G inh	hIAP activ	MIN6 prolif	A3A deaminase
O=C(COC(=O)C1CCCC1)Nc1ncc(Cl)cc1Cl	1	0	2	-2.2	-5	3	1.1	1	11
Cc1cc(C)nc(SCc2cc(=O)c(OC(=O)c3cc([N+](=O)[O-])ccc3Cl)co2)n1	0.99	1	-2	-2.4	10	-1	0.9	0	-1

The whole of this part, repeating the preview:
structure	mIAP activ	mIAP block	GRIN3A LBD mod	MPTP inh	hIAP inh	APOBEC3G inh	hIAP activ	MIN6 prolif	A3A deaminase
O=C(COC(=O)C1CCCC1)Nc1ncc(Cl)cc1Cl	1	0	2	-2.2	-5	3	1.1	1	11
Cc1cc(C)nc(SCc2cc(=O)c(OC(=O)c3cc([N+](=O)[O-])ccc3Cl)co2)n1	0.99	1	-2	-2.4	10	-1	0.9	0	-1
CCCC12CN(C(=O)c3ccc([N+](=O)[O-])cc3)CC(C)(CN(C(=O)c3ccc([N+](=O)[O-])cc3)C1)C2=O	0.97	2	-5	1.8	6	-5	0.94	0	-3
CC1CC(C)CN(C(=O)CCNC(=O)Cn2ccc3ccccc3c2=O)C1 (centres undefined)	1	-4	-1	0.9	-10	-7	1.1	1	-3
Cc1ccccc1OCC(=O)N/N=C/C=C/c1ccccc1	0.9	10	-23	0.9	11	0	0.89	-2	0
CN(c1ccccc1)c1nc(N)c([N+](=O)[O-])c(N2CCCC2)n1	0.98	2	-1	0.0	4	-6	0.96	3	27
Cc1cc(S(=O)(=O)Nc2ccc(C(=O)N3CCN(c4ccccc4O)CC3)cc2)ccc1F	0.91	9	-3	1.4	0	-9	1	1	-1
Cc1cc(C)n(C(=O)Cn2nc([N+](=O)[O-])c(Br)c2C)n1	1.1	-12	0	0.2	8	-3	0.92	1	-3
Cn1c(CNC(=O)CNC(=O)c2ccc(F)cc2)cc(=O)n(C)c1=O	1	-1	0	-0.3	-11	-2	1.1	2	-1
COc1ccc(Nc2ncnc3sc(-c4ccccc4)cc23)cc1	1.1	-12	16*	71*	10	-6	0.9	-5	-1
CC(=O)c1cccc(NC(=O)CCNC(=O)c2cccc(C)c2)c1	0.99	1	-1	1.6	13	-9	0.87	-3	-4
O=C(CN1C(=O)/C(=C/c2ccccc2)SC1=S)NNC(=O)c1ccccc1O	0.59	41*	10*	-0.7	-58	-8	1.6	-4	0

Continuation:
structure	mIAP activ	mIAP block	GRIN3A LBD mod	MPTP inh	hIAP inh	APOBEC3G inh	hIAP activ	MIN6 prolif	A3A deaminase
O=C(Nc1cccc(NC(=O)c2cccs2)c1)c1ccc(Br)o1	1	-4	16*	0.9	-1	-10	1	-4	-3
CCOC(=O)c1c(C)[nH]c(C)c1C(=O)CSc1nnc(-c2cc(OC)c(OC)c(OC)c2)o1	1	-2	-8	1.9	-10	-2	1.1	3	-1
CCN(CC)c1ccc(N2C(=O)CSC2=S)cc1	0.66	34	1	0.8	3	-1	0.97	-3	-3
CCC(=O)Nc1c(C(=O)Nc2ccc3c(c2)OCCO3)oc2ccccc12	1.1	-7	0	-0.7	-22	-4	1.2	-2	-5
CCOC(=O)/C(C(=O)Nc1ccc(Br)cc1)=C1/NC(C)(C)Cc2ccccc21	1.2	-16	-20	101*	12	0	0.88	-6	2
COc1ccc(N(CC(=O)NCCC2=CCCCC2)S(=O)(=O)c2ccc(C)cc2)cc1OC	1.2	-16	-1	-0.7	1	-11	0.99	-2	-4
NS(=O)(=O)c1ccc(NC2=CC(c3ccc(F)cc3)N(c3ccc(S(N)(=O)=O)cc3)C2=O)cc1 (centres undefined)	1	-1	-7	10	-19	4	1.2	0	4
CCn1cc(-c2ccccc2)c(C(=O)O)c1-c1ccc(OC)cc1	1.1	-14	3	-0.7	3	3	0.97	-1	-7
CC(C)C(NC(=O)c1ccccc1F)C(=O)Nc1ccc2c(c1)OCO2 (centres undefined)	0.89	11	-2	2.0	6	-7	0.94	3	2
CCNC(=O)Cn1cnc2c1c(=O)n(C)c(=O)n2C	0.97	3	0	0.3	5	-3	0.95	-2	0
COC(=O)/C=C/S(=O)(=O)c1ccc(NC(C)=O)cc1	0.97	3	2	-2.1	-14	3	1.1	-6	-5
O=C(Nc1nnc(SCc2ccccc2)s1)c1cccs1	0.93	8	-25	-4.4	23	-6	0.77	-2	0

Other compounds follow:
structure	mIAP activ	mIAP block	GRIN3A LBD mod	MPTP inh	hIAP inh	APOBEC3G inh	hIAP activ	MIN6 prolif	A3A deaminase
Oc1ccc(Br)cc1/C=N/NC(=S)NCCc1ccccc1	0.93	7	23*	5.5	-6	-5	1.1	0	-7
S=C(NCCc1ccccc1)NC1CC1	1	-2	0	-0.7	-2	-9	1	0	-4
COc1ccc(N/C=C\C(=O)c2ccc(C)cc2)cc1OC	0.97	3	-8	-0.7	-15	-14	1.2	-2	-2
CC(Oc1ccc(Cl)cc1)C(=O)Nc1ccc(S(=O)(=O)N2CCOCC2)cc1 (centres undefined)	1	-3	-13	0.0	0	-11	1	3	-4
CC1CC(C)CN(C(=O)c2cc3c(s2)CCC3)C1 (centres undefined)	0.94	6	4	-1.1	-11	-4	1.1	-4	0
NC(=O)C1CCN(C(=O)NC(=O)c2ccccc2)CC1	1	-2	1	-1.7	9	-7	0.91	-6	-1
COc1ccccc1NC(=O)c1ccc(-n2ccnc2)c([N+](=O)[O-])c1	1.1	-9	-2	1.2	-15	-8	1.1	0	-3
COc1ccc(C2c3c(oc4ccccc4c3=O)C(=O)N2CCN2CCOCC2)cc1OC (centres undefined)	1	-3	0	1.1	-11	-2	1.1	-2	2
COCCCNC(=O)/C(C#N)=C/c1c(N2CCCCCC2)nc2ccccn2c1=O	1	-4	-2	-0.9	11	6	0.89	0	5
COc1cc(C2CC(=O)OC3=C2C(=O)CC(C)(C)C3)cc(OC)c1OC (centres undefined)	0.92	8	0	1.2	8	-1	0.92	3	0
CC(C)[C@H](NC(=O)[C@@H]1CSC2c3ccccc3C(=O)N21)C(=O)NC1CCCC1 (some centres undefined)	1	-2	2	0.0	-5	-5	1.1	-1	-3
O=C(Nc1cccc2ccccc12)OC1C=CS(=O)(=O)C1 (centres undefined)	1.1	-10	0	0.9	0	3	1	-3	4

New compounds follow.
structure	mIAP activ	mIAP block	GRIN3A LBD mod	MPTP inh	hIAP inh	APOBEC3G inh	hIAP activ	MIN6 prolif	A3A deaminase
C/C(CCc1ccccc1)=N\NC(=O)C1C2CCCCC21 (centres undefined)	1	-5	-3	-0.4	-13	-7	1.1	-1	0
CCCCn1c(CNC(=O)C23CC4CC(CC(C4)C2)C3)nnc1SC(C)CC (centres undefined)	1.1	-12	1	-1.0	-57	-3	1.6	0	2
Cc1ccc(C)c(S(=O)(=O)NCc2ccc(C(=O)NCc3ccccn3)cc2)c1	0.97	3	-2	-3.4	-10	-4	1.1	-1	-1
CCOC(=O)CSc1ccc2nnc(CCNS(=O)(=O)c3ccc(C)cc3)n2n1	0.96	4	0	-0.3	2	-2	0.98	0	3
C=CC[C@@H](CC(=O)N[C@@H](CO)Cc1ccccc1)C(=O)NCCOC(=O)[C@@H](CC=C)Cc1ccc(F)cc1	1.1	-7	0	1.3	-1	14	1	-4	0
O=C(Cc1ccc(F)cc1)NCCc1ccccc1	1.1	-8	3	0.0	5	-4	0.95	-1	-1
O=C(COC(=O)C1CC2CCCC(C1)C2=O)NC(=O)c1ccc(OC(F)F)cc1 (centres undefined)	0.95	5	-2	0.6	2	-8	0.98	-1	-5
Cc1cccc(C)c1C(=O)N[C@@H](Cc1ccccc1)C(=O)O	1.1	-15	3	0.5	12	-6	0.88	3	-3
O=C(COc1ccccc1)OCc1cc2ccccc2[nH]c1=O	1	0	-1	-0.7	-2	-9	1	0	6
CCc1nn(CC(=O)NCCc2ccc(S(N)(=O)=O)cc2)c(=O)c2cc3sccc3n12	1.1	-7	-1	-0.3	-23	-2	1.2	-2	-6
CC(C)Nc1nc(SCC(N)=O)nc(N2CCOCC2)n1	1	-1	1	-2.5	-7	1	1.1	-3	4
O=C(CN1CCN(c2ccccc2)CC1)c1ccc2cc[nH]c2c1	0.97	3	-16	0.2	9	1	0.91	-3	2

The list goes on:
structure	mIAP activ	mIAP block	GRIN3A LBD mod	MPTP inh	hIAP inh	APOBEC3G inh	hIAP activ	MIN6 prolif	A3A deaminase
COc1ccc(-c2csc(NC(=O)c3ccc(S(=O)(=O)N4CCc5ccccc5C4)cc3)n2)c(OC)c1	0.92	8	-18	-0.4	21	-4	0.79	0	-4
CC(OC(=O)Cc1c(F)cccc1Cl)C(=O)NC1CCCCC1C (centres undefined)	1.1	-10	-4	0.4	16	0	0.84	-3	1
Cc1occc1C(=O)Nc1ccc(S(N)(=O)=O)cc1	0.98	2	0	2.6	2	-17	0.98	-2	-3
CCN(CC)S(=O)(=O)c1cc(NC(=S)NC(=O)C2CCCC2)ccc1C	0.93	8	-6	2.4	13	-6	0.87	-5	-4
CN1C(=O)[C@H]2[C@@H](/C=C/c3ccccc3)N3C(=O)CN(Cc4ccc(-c5ccccc5)cc4)C(=O)[C@@]3(C)[C@H]2C1=O	0.91	9	-8	-1.0	-2	2	1	-6	-1
COC(=O)CNC(=O)c1ccccc1[N+](=O)[O-]	1.1	-6	2	-1.2	-10	-5	1.1	-1	-8
CC(C)NC(=O)c1ccc(N(Cc2ccccc2)S(C)(=O)=O)cc1	0.95	5	-1	1.3	-6	0	1.1	2	-8
Cc1ccccc1OCC(=O)NCCNC(=O)c1cccnc1	1	-3	0	-0.2	8	-8	0.92	0	-2

No enrichment for hits; about 5% have a hit in one of these screens.
